APJ antagonist: antagonists of human apelin receptor APJ, primary screen, CHO-K1 cells, beta-arrestin complementation, luminescence; inhibition, % at 20 µM; hit rate 0.32% among 330,000;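 active means inhibition above about 40% at 20 µM, limit read from the data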;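 further: cells challenged with 10 nM apelin-13 agonist together with compound; plate controls were apelin-13 plus DMSO wells for no effect and DMSO wells lacking apelin-13 for full effect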
Jurkat NFkB inh: inhibitors of induced NF-kB luciferase reporter, primary screen, TCR NF-kB activation inhibitor project, cell-based, luminescence, uHTS. Jurkat, PMA/ionomycin-induced NF-kB luciferase reporter. inhibition, % at 4 µM. hit rate 0.53% among 330,000; in the data active means inhibition above about 50%
Gli-Sufu antag: Gli-Sufu pathway antagonists, primary screen, luciferase luminescence, Sufu-KO-LIGHT cells, uHTS; Sufu-KO-LIGHT fibroblasts, Gli luciferase reporter luminescence; AID 588413, 2011; inhibition, % at 5 µM; hit rate 0.74% among 340,000;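 active means inhibition above about 55%, limit read from the data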;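 further: 0% = DMSO-treated cells and 100% = wells with medium but no cells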
UBC13 polyUb: UBC13 polyubiquitin chain formation inhibitors, primary screen, biochemical, TR-FRET, uHTS. Ubiquitin-conjugating enzyme E2 N (Homo sapiens), P61088. inhibition, % at 20 µM. hit rate 0.47% among 330,000. AID 485273, 2010; in the data active means inhibition above about 45%, passing the limit was not always enough
Target sequence (P61088 whole entry, looked up): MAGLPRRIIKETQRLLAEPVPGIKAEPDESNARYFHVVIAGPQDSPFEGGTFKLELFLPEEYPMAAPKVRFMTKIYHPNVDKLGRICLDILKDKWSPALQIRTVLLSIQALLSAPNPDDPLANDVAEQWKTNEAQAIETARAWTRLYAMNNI
EBI2 block: EBI2 receptor antagonists, beta-arrestin recruitment, primary screen, cell-based, luminescence, 7a,25-OHC stimulation, uHTS; 7a,25-OHC stimulated; inhibition, % at 5 µM; hit rate 0.81% among 360,000; AID 651636, 2012; in the data active means inhibition above about 38%;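 further: enzyme fragment complementation signal reports receptor beta-arrestin coupling in cells; 0% = agonist plus DMSO wells and 100% = wells without agonist; some results beyond the cut were filed as inactive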
Target sequence (P32249 whole entry, looked up, the tested form may be a part): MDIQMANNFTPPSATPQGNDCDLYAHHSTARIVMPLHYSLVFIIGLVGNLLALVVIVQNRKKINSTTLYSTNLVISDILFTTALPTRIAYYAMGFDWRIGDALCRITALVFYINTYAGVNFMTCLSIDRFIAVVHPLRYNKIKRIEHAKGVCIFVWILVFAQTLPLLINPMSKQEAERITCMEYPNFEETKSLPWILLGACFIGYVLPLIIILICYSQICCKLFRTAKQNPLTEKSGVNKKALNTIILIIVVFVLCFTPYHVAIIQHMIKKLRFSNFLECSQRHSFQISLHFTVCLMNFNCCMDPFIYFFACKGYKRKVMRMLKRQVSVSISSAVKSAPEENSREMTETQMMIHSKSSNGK
CCR6 antagonist: CCR6 receptor antagonists, primary screen, cell-based, CHO-K1, luminescence, beta-arrestin, uHTS. C-C chemokine receptor type 6 (Homo sapiens), P51684. CHO-K1 CCR6 PathHunter beta-arrestin, CCL20-stimulated. inhibition, % at 20 µM. hit rate 0.49% among 340,000. AID 493098, 2011;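 active means compounds whose inhibition of the agonist-driven luminescence signal at 20 µM reaches about 50%, limit read from the data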;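 further: cells stimulated with CCL20 at 14 nM final; plate controls were DMSO with CCL20 for no effect and DMSO without agonist for full effect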
Target sequence (P51684 whole entry, looked up): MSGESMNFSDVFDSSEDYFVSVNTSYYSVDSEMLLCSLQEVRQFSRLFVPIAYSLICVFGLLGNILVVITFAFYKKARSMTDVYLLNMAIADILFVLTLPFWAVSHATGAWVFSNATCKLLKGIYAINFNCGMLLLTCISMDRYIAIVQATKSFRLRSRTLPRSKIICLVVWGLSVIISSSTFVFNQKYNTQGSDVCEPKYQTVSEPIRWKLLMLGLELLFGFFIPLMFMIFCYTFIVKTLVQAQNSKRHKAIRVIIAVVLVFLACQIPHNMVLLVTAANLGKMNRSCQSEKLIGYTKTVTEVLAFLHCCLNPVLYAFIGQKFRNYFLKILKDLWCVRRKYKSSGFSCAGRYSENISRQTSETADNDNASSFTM
697 NFkB inh: inhibitors of PMA/ionomycin-induced NF-kB reporter, 697 cells, primary screen, B-cell NF-kB inhibitor project, cell-based, luminescence, uHTS; inhibition, % at 4 µM; hit rate 0.33% among 330,000; 697 B-cell NF-kB luciferase reporter, 16 h; in the data active means inhibition above about 35%
CXCR6 block: CXCR6 receptor inhibitors, primary screen, cell-based, beta-arrestin, luminescence, CHO-K1 PathHunter, 1536-well | inhibition, % at 20 µM | C-X-C chemokine receptor type 6 (Homo sapiens), O00574 | hit rate 0.36% among 360,000 | AID 602244, 2012; in the data active means inhibition above about 34%, passing the limit was not always enough;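 further: antagonist mode with CXCL16 agonist at 10 nM final; 0% = 10 nM CXCL16 with DMSO and 100% = unstimulated wells without agonist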
Active calls of the source: *; nt = no result given. Outcome played no part in choosing rows (roughly 3% active in at least one column).

SMILES	APJ antagonist	Jurkat NFkB inh	Gli-Sufu antag	UBC13 polyUb	EBI2 block	CCR6 antagonist	697 NFkB inh	CXCR6 block
COCc1cc(=O)n2[nH]c(C)cc2n1	7	18	8	2	-13	-10	10	-2
NC(=O)c1ccc(NC(=O)COC(=O)c2cc3ccccc3cc2O)cc1	-21	-1	8	9	-10	11	9	-9
COC(=O)C1(Cc2ccc(O)c(CC3OC3(C)C)c2)OC(=O)C(O)=C1c1ccc(O)cc1 (centres undefined)	-34	-4	-23	-11	-9	11	10	-5
CCN(CC(=O)Nc1c(F)cccc1F)C(=O)CN1C(=O)c2ccccc2C1=O	9	8	-10	0	-3	-7	-3	3
c1ccc(CN(Cc2ccccc2)c2c3c(nc4ncnn24)CCC3)cc1	-6	-4	2	0	-10	11	-21	-1
COC(=O)CSC(=S)N1C(C)CCCC1C (centres undefined)	3	3	-5	-8	1	6	-4	-13
CC1(c2ccc(Cl)cc2Cl)OCC(Cn2ccnc2)O1 (centres undefined)	-7	21	7	4	1	6	-13	4
CN(C)c1ccc(NC(=O)/C=C/c2c(Cl)cccc2Cl)cc1	8	-34	-40	-10	19	23	1	-5
O=C1CC(c2ccc(O)c(O)c2)Oc2cc(O)cc(O)c21 (centres undefined)	-11	12	5	16	5	-3	-40	-4
Nc1nnc(-c2cccc([N+](=O)[O-])c2)s1	-21	-16	-4	-1	-9	8	10	-13
CC(=O)Nc1ccc(NS(=O)(=O)c2ccc(C)cc2)cc1[N+](=O)[O-]	2	-20	-9	2	-9	21	-12	10
CCC(C)(C)NC(=S)Nc1ccccc1C	12	-2	-1	-3	-7	14	12	6
CS(=O)(=O)c1sc(C(=O)NC(=O)Nc2cccc(C(F)(F)F)c2)c2c1C=CCC2	-8	-13	41	-9	3	4	-6	-8
CN(C)CCNC(=O)COc1cccc2c1OC(C)(C)C2	2	-10	1	-2	-16	-3	9	-2
CCOc1ccc(C(=O)N(C)C2CCS(=O)(=O)C2)cc1 (centres undefined)	-2	-12	2	-5	-11	-10	-20	-10
COCCNC(=O)COC(=O)c1cccnc1SC	-14	6	9	-9	10	10	-1	-6
CCOC(=O)c1c(NC(=S)NC(=O)c2ccc(Cn3cc(Cl)cn3)o2)sc2c1CCCCC2	24	-11	3	-18	19	27	-34	16
COCCNCC#CCOc1ccc(OC)cc1	-1	-7	-1	-2	-4	10	13	2
CCc1nnc(NC(=O)CSc2nnc(CNc3ccc(Cl)cc3)o2)s1	-22	-5	2	-2	-1	0	13	-6
CCn1c(SCC(=O)Nc2ccc3c(c2)OCCO3)nnc1C1CC1	10	10	22	6	-3	5	-6	5
CCOC(=O)C1CCN(C(=O)C2CCN(S(=O)(=O)c3cc(Cl)ccc3OCC)CC2)CC1	-13	-2	-9	5	-1	8	7	2
COc1ccccc1CNC(=O)CCS(=O)(=O)c1ccc2c(c1)CCN2C(C)=O	-4	3	-7	4	-3	-4	-6	-7
O=S(=O)(Nc1cccc(-n2cnnn2)c1)c1cc(Br)ccc1Br	-15	2	8	1	-1	0	2	-1
Cc1c(C(=O)O)oc2ccc(S(=O)(=O)NCCC3=CCCCC3)cc12	-3	12	5	14	1	-10	2	4
O=C(Nc1nccs1)c1ccc(Cl)nc1	19	-1	-6	3	-9	18	-17	1

Some of the entries so far, in markdown.
| SMILES | APJ antagonist | Jurkat NFkB inh | Gli-Sufu antag | UBC13 polyUb | EBI2 block | CCR6 antagonist | 697 NFkB inh | CXCR6 block |
| --- | --- | --- | --- | --- | --- | --- | --- | --- |
| CC(=O)Nc1ccc(NS(=O)(=O)c2ccc(C)cc2)cc1[N+](=O)[O-] | 2 | -20 | -9 | 2 | -9 | 21 | -12 | 10 |
| CCC(C)(C)NC(=S)Nc1ccccc1C | 12 | -2 | -1 | -3 | -7 | 14 | 12 | 6 |
| CS(=O)(=O)c1sc(C(=O)NC(=O)Nc2cccc(C(F)(F)F)c2)c2c1C=CCC2 | -8 | -13 | 41 | -9 | 3 | 4 | -6 | -8 |

(continued)
SMILES	APJ antagonist	Jurkat NFkB inh	Gli-Sufu antag	UBC13 polyUb	EBI2 block	CCR6 antagonist	697 NFkB inh	CXCR6 block
CCOC(=O)N1CCN(S(=O)(=O)c2ccc(OC)cc2)CC1	3	13	3	-1	-8	0	9	6
C#CCn1c(=NC(=O)CN2C(=O)CCC2=O)sc2cc(S(N)(=O)=O)ccc21	6	1	3	4	1	12	-3	-1
COc1cccc(NC(=O)CC(=O)c2ccccc2)c1	-2	-66	-49	2	0	19	-14	9
CC(=O)OCC(=O)[C@@]1(O)CC[C@H]2[C@@H]3C[C@H](C)C4=CC(=O)C=C[C@]4(C)[C@H]3[C@@H](O)C[C@@]21C	1	10	7	-5	-1	0	8	-2
CCN=C1SC(CC(=O)NCCc2ccc(OC)c(OC)c2)C(=O)N1CC (centres undefined)	6	9	-2	6	3	-18	8	1
O=C(Nc1ccccc1N1CCCC1)c1cc(S(=O)(=O)N2CCOCC2)ccc1Cl	7	8	17	7	-1	16	-15	0
Cc1cc(Nc2ccc(Cl)cc2)nc(N)n1	-8	-66	-21	3	-8	12	-33	-9
C/C(=N\N)c1c(-c2ccccc2)c2cc(Br)ccc2[nH]c1=O	16	6	-10	-9	3	-3	12	1
CCOC(=O)CN(C(=O)CNC(=O)c1ccco1)C(C(=O)NC1CCCC1)c1ccccc1OCC (centres undefined)	3	2	-9	3	0	3	11	-6
CCC(NS(=O)(=O)c1ccc(OC)cc1)C(=O)O (centres undefined)	16	-14	-10	10	-7	1	-8	-1
COc1ccccc1N1CCN(C/C(C)=C/c2ccccc2)CC1	-1	-5	-4	6	5	0	19	2
COc1ccc(-c2nnn(CC(=O)NCc3cccs3)n2)cc1OC	5	-6	9	-24	0	-10	-6	-4
O=C(COc1ccc2ccccc2c1Br)Nc1cccnc1	-10	-50	-22	-14	-11	5	-52	-8
O=C1CCCN1CCCN1C(=O)N[C@@H](Cc2ccccc2)C1=O	5	-5	0	7	3	4	-7	-4
O=C(c1ccc2c(c1)OCO2)N(CC1CCCO1)C1(C(=O)NC2CCCC2)CCCCC1 (centres undefined)	8	-2	4	-12	7	-4	-12	-8
CC[n+]1c(C)sc2c3ccsc3ccc21	-9	0	-7	6	4	-8	11	-2
Cc1ccc(-c2c(C(=O)NC(C)C)oc(=O)c3ccccc23)cc1	15	6	1	3	7	17	3	3
Cc1cc(C(=O)NCc2ccco2)c2ccccc2n1	21	1	-3	-1	-3	-3	-6	4
CSc1ccccc1OCc1cc(C(=O)N2CCc3c(Cl)cccc3C2)no1	-2	12	-12	-1	4	16	-1	-5
COc1ccc(Cl)cc1NC(=O)N1CCN(c2ccccc2OC)CC1	-4	3	4	-1	6	9	12	0
CCOc1ccsc1C(=O)OC	6	14	46	-5	2	1	9	4
N/C(Cc1cccc2ccccc12)=N\OC(=O)c1cccs1	-66	-3	2	-108	-6	-6	1	-7
CCOc1ccc2nc(N(CCCN(C)C)C(=O)c3ccc(S(=O)(=O)N4CCCC4)cc3)sc2c1	6	-8	35	27	-2	13	10	-4
CN(C)CCCNC(=O)CC(c1ccc(F)cc1)c1ccco1 (centres undefined)	7	3	-1	10	-4	-7	3	4
Cc1ccc(/C=C/c2nc3ccccc3[nH]2)o1	15	6	2	13	6	15	12	6

Next part:
SMILES	APJ antagonist	Jurkat NFkB inh	Gli-Sufu antag	UBC13 polyUb	EBI2 block	CCR6 antagonist	697 NFkB inh	CXCR6 block
CCn1c(COc2cccc3cccnc23)nnc1SCC(=O)O	5	13	5	9	-5	3	6	5
CCOc1ccc(NC(=O)c2cc3c(C)nc4ccccc4c3o2)cc1	12	60*	21	18	12	17	-69	2
Cn1c(C(=O)NCCN2CCc3ccccc3C2)cc2c(=O)[nH]c3ccccc3c21	-23	-16	2	3	3	-4	-5	1
CCN1C(N(C)CCc2c[nH]c3ccccc23)=N[C@@H](c2cccc(C(F)(F)F)c2)C(C(=O)OC)=C1C	29	11	14	60*	3	3	9	-13
COc1ccc(NC(=O)N2CCNC(=O)C2CC(=O)Nc2ccc(F)cc2)cc1 (centres undefined)	3	-10	-8	-2	-8	-8	17	2
CCOC(=O)Nc1nc(C)c(C(=O)c2ccc(Cl)cc2)s1	14	-2	-11	-9	5	7	-16	4
Cc1cc(SCn2nnc3ccccc3c2=O)nc2ccccc12	19	-34	-9	-14	-7	16	-67	1
C(=N\N1CCN(c2ccccn2)CC1)/c1cccc2ccccc12	6	-5	1	9	-3	10	9	6
Cc1cc(NC(=O)c2ccc(S(=O)(=O)N(C)C)cc2)n(-c2ccccn2)n1	-20	8	11	4	-16	-8	28	-5
O=C(CN1C(=O)S/C(=C\c2ccccc2Cl)C1=O)NCCCn1ccnc1	-13	-1	nt	-2	-14	-8	-50	1
COc1cccc(/C=C/C(=O)c2ccc3c(c2)OCCO3)c1OC	6	-67	-27	-6	-5	21	-85	10
CCCC1C2C(=O)N(c3ccccc3OCC)C(=O)C2ON1c1ccccc1 (centres undefined)	-6	-4	-11	6	8	-7	6	-6
Cc1nc2nc(-c3ccc(Cl)cc3)cn2nc1C	0	-126	-103	7	0	-1	-171	-6
CC(C)(O)CC[C@@H](O)[C@](C)(O)C1CC[C@@]2(O)C3=CC(=O)[C@@H]4C[C@@H](O)[C@@H](O)C[C@]4(C)C3CC[C@]12C (some centres undefined)	7	7	-19	6	-3	4	5	-10
N#CCCN(C(=O)CN1c2cccc3cccc(c23)S1(=O)=O)c1ccccc1	8	6	0	7	4	1	2	-6
CC1(C)CC2(CC(C)(C(=O)CSc3nc4ccccc4s3)OC2=O)C(=O)O1 (centres undefined)	-12	10	-2	2	-5	4	18	-5
COC(=O)c1[nH]nc(-c2ccccc2)c1-c1ccccc1	13	4	2	7	15	-3	14	-12
O=C1/C(=C/c2ccccc2O)SC(=S)N1Cc1cccnc1	15	9	72*	-8	-7	35	8	18
COCc1ccc(CN2CCCC(CCC(=O)NCc3cccc(OC)c3)C2)o1 (centres undefined)	-20	0	11	-5	0	13	8	-3
Cc1noc(C)c1C(=O)NC(C)c1ccc(Cl)cc1Cl (centres undefined)	11	1	5	21	-5	7	-5	-2
CC(C)(C)c1ccc(-c2nnc(SCC(=O)O)n2N)cc1	6	2	-6	3	4	-5	12	-2
Cc1cccc(NC(=O)c2ccc(OC3CSC3)cc2)c1	3	-117	-77	1	55*	1	-13	-14
COC(=O)CCC(=O)OC1(C)C(=O)C=C2C=C(C3CC3)N(CCCCO)C=C2C1=O (centres undefined)	-22	1	2	-51	-31	-8	-12	-27
CCOC(=O)/C(C#N)=C/c1ccc(OC(=O)c2ccco2)c(OCC)c1	12	6	-1	-11	-3	27	5	0
CC12CCC(C1)C(C)(C)C2OC(=O)c1ccccc1C(=O)O (centres undefined)	0	9	7	6	-7	-4	22	-8

(continued)
SMILES	APJ antagonist	Jurkat NFkB inh	Gli-Sufu antag	UBC13 polyUb	EBI2 block	CCR6 antagonist	697 NFkB inh	CXCR6 block
Nc1cc(CN2C(=O)c3ccccc3C2=O)cc(Cl)c1O	-32	-20	8	8	-1	7	-44	1
COc1cccc(N2CC(C(=O)Nc3c(C)cccc3C)CC2=O)c1 (centres undefined)	-7	-27	-9	-4	0	-15	-37	0
CCN(C(=O)N1CCOCC1)c1ccccc1	1	-9	0	0	-2	23	13	-4
CC(C)(CO)Nc1nc(Nc2ccccc2)nc(Nc2ccccc2)n1	-27	-1	13	9	-4	-13	-3	-2
CCC1Nc2ncnc(N3CCOCC3)c2N(Cc2ccccc2)C1=O (centres undefined)	-5	21	4	-4	-3	4	11	4
C=CCn1c(NCc2cc(C)ccc2O)nc2ccccc21	-4	16	-9	27	4	17	2	-2
